Assay outcomes as filed in PubChem.
Rpn11 inh: Rpn11 (human) deubiquitinase inhibition. O00487. human 26S proteasome, Ub4-pepOG fluorescence polarization; 20S core pre-blocked with epoxomicin. calls only at 20 µM. 0.59% of 360,000 active. AID 588493;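 active = inhibition at 20 µM, scaled to each plate's controls, above about 33%, limit read from the data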
MsrA act: activators of bovine methionine sulfoxide reductase A. purified bovine MsrA, absorbance read-out. activation, % at 10.6 µM. 0.3% of 360,000 active. AID 602163; in the data active = activation above about 7.5%;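 note: 0% = vehicle and 100% = reference activator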
MT1-MMP act inh: MT1-MMP (human) activation inhibition; P50281; HT1080 RFP-PRO-GFP cells, GFP/RFP ratio fluorescence, overnight; percent of plate control window, DMSO zero; GFP/RFP ratio change, % at 20 µM; 0.061% of 360,000 active; AID 651647;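 active = GFP/RFP ratio change of at least 30% with cell ATP level not reduced by more than half and red fluorescence within 50% of control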; note: strong numbers were not always called active
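Test system: HT1080 RFP-PRO-GFP cells; Benchmarks: DMSO and RFP-L50D-GFP cell wells; Timing: cells overnight before dosing, compound overnight, 37 °C, 5% CO2; Compound: one 20 µM compound dose with 1% DMSO; Read-out: GFP/RFP fluorescence ratio.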
PABP1 MLLE inh: blocks PAM2 peptide binding to the PABP1 MLLE domain. P11940. GST-MLLE / FITC-PAM2 fluorescence polarization. inhibition, % at 20 µM. 0.36% of 360,000 active. AID 588489; in the data active = inhibition above about 35%, passing the limit was not always enough;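 note: plate controls were DMSO wells with GST-MLLE for no effect and wells lacking GST-MLLE protein for full effect; some results filed as inactive read as strong as hits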
FAS-TE inh: inhibitors of human fatty acid synthase thioesterase domain; P49327; recombinant FAS-TE, OMFH fluorogenic substrate, fluorescence endpoint; inhibition, % at 15 µM; 0.67% of 360,000 active; AID 602261;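 active = compounds whose normalised, plate-corrected inhibition of enzyme fluorescence in the single-dose primary screen is 50% or more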;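 note: 0% = DMSO with enzyme and 100% = substrate without enzyme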
eLon inh: inhibits E. coli Lon protease; purified E. coli Lon protease, fluorescence polarization; inhibition, % at 7.94 µM; 0.42% of 360,000 active; in the data active = inhibition above about 13%, passing the limit was not always enough;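 note: 0% = enzyme with probe and DMSO and 100% = no enzyme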
CSN inh: CSN deneddylation inhibition; Purified CSN, SCF-Nedd8-OG deneddylation, fluorescence polarization; inhibition, % at 12.5 µM; 0.38% of 360,000 active; AID 651999;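 active = pattern-corrected inhibition above about 35%, with an unprinted fluorescence ratio check between 0.5 and 1.5, limit read from the data, passing the limit was not always enough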;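 note: 0% = enzyme with substrate and 100% = substrate without enzyme; some results filed as inactive read as strong as hits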
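Test system: Human Csn5 produced in HEK293T cells | Compound: 12.5 µM single point | Times: 90 min, room temperature | Signal: Fluorescence polarization readout | Read-out basis: % inhibition of substrate cleavage by Csn5 | Controls: no-enzyme wells high, enzyme-with-substrate wells low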
Rin1-Abl PPI inh: blocks binding of human Rin1 to Abl | 0.4% of 360,000 active | P00519+Q13671 | inhibition, % at 7.35 µM | TR-FRET Rin1/Abl binding, biochemical; in the data active = inhibition above about 5%, passing the limit was not always enough
MsrA inh: inhibits bovine methionine sulfoxide reductase A | purified bovine MsrA, absorbance read-out | inhibition, % at 15.5 µM | 0.75% of 360,000 active | AID 651718; in the data active = inhibition above about 4.5%;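 note: 0% = vehicle wells with enzyme and 100% = reference inhibitor wells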
The depositor's hits bear a star; i = inactive.

SMILES | Rpn11 inh | MsrA act | MT1-MMP act inh | PABP1 MLLE inh | FAS-TE inh | eLon inh | CSN inh | Rin1-Abl PPI inh | MsrA inh
CC1CC(C(F)(F)F)n2ncnc2N1 (centres undefined) | i | 9.2* | 0 | 6 | -4 | 4 | 0 | -4 | 0.4
O=C(NCCCN1CCCC1=O)c1cc(-c2ccc(F)cc2)nc2ccccc12 | i | -7 | 0 | 9 | -4 | -13 | -4 | 1 | 1.9
N=C1/C(=C/c2ccc(-c3cccc(C(=O)O)c3)o2)C(=O)N=C2SC(CC(=O)N3CCOCC3)=NN12 | i | -13 | -24 | -8 | -1 | -45 | 33 | 5 | 1.6
CCOC(=O)N1CCC(N2Cc3cccc(C(=O)NCc4ccc(C)cc4)c3C2=O)CC1 | i | 0 | -6 | -3 | 20 | -12 | -2 | 1 | 0.6
CCCc1cc(=O)[nH]c(SCC(=O)Nc2sc(C(N)=O)c(C)c2C(=O)OCCOC)n1 | i | -8 | -19 | -11 | -4 | -6 | 4 | 2 | -0.5
O=C(NCCCN1CCOCC1)c1ccc(S(=O)(=O)Nc2ccccc2F)cc1 | i | -1 | -1 | 3 | -6 | -9 | 3 | -2 | 3.4
COc1ccccc1NC(C)C(=O)N/N=C/c1cccs1 (centres undefined) | i | -5 | 1 | -6 | -5 | -2 | -4 | -1 | 1.6
O=C(Nc1cc([N+](=O)[O-])ccc1F)c1ccc2c(c1)OCCO2 | i | -1 | 1 | -4 | 10 | 6 | 2 | 0 | -0.7
Cc1onc(-c2ccccc2)c1C(=O)Nc1nnc(CC(C)(C)C)s1 | i | -2 | 1 | 0 | 0 | -3 | -3 | 1 | 0.0
c1ccc2[nH]c(NCCN3CCOCC3)nc2c1 | i | -1 | 1 | -8 | -7 | -11 | 1 | -3 | 0.9
CCC1CCCCN1CCCNC(=O)c1cc2c(=O)oc3ccc(C)cc3c2s1 (centres undefined) | i | -2 | 0 | 1 | -9 | -13 | 7 | -8 | 2.2
Cc1cccc(-n2cc[nH]c2=S)c1 | i | 1 | -1 | -28 | -2 | -4 | -7 | -1 | 0.0

Three entries out of the list, ordered by SMILES length, ascending:
SMILES | Rpn11 inh | MsrA act | MT1-MMP act inh | PABP1 MLLE inh | FAS-TE inh | eLon inh | CSN inh | Rin1-Abl PPI inh | MsrA inh
COc1ccccc1NC(C)C(=O)N/N=C/c1cccs1 (centres undefined) | i | -5 | 1 | -6 | -5 | -2 | -4 | -1 | 1.6
O=C(NCCCN1CCOCC1)c1ccc(S(=O)(=O)Nc2ccccc2F)cc1 | i | -1 | -1 | 3 | -6 | -9 | 3 | -2 | 3.4
CCCc1cc(=O)[nH]c(SCC(=O)Nc2sc(C(N)=O)c(C)c2C(=O)OCCOC)n1 | i | -8 | -19 | -11 | -4 | -6 | 4 | 2 | -0.5

(more compounds)
SMILES | Rpn11 inh | MsrA act | MT1-MMP act inh | PABP1 MLLE inh | FAS-TE inh | eLon inh | CSN inh | Rin1-Abl PPI inh | MsrA inh
COC(=O)CN1C(=O)C(O)(CC(=O)c2ccccc2)c2ccccc21 (centres undefined) | i | -1 | 1 | 8 | -2 | -7 | 0 | 2 | -0.2
Cc1cc(Br)ccc1NC(=O)CN1C(=O)C2CC=CCC2C1=O (centres undefined) | i | -2 | -2 | -109 | -10 | 19 | 1 | 2 | 0.3
CCCN(Cc1cc2cccc(C)c2[nH]c1=O)C(=O)c1cccc(OC)c1 | i | -6 | 1 | -4 | -10 | 1 | 2 | 3 | 0.8
Cn1c(SCC(=O)Nc2ccc(NC(=O)c3ccccc3)cc2)nnc1-c1ccncc1 | i | -1 | -2 | 6 | -4 | -7 | 6 | -1 | -1.2
Cc1ccc2[nH]c(O)c(N=Nc3nc4ccccc4s3)c2c1 | i | -1 | -44 | -8 | 5 | -12 | 3 | -1 | -1.0
CCOC(=O)CSc1nnc(COc2cccc(C)c2)o1 | i | -5 | 0 | 12 | 0 | -2 | -9 | 2 | -0.3
Cc1ccc(S(=O)(=O)CCc2nc3ccccc3[nH]2)cc1 | i | -2 | 3 | -11 | -3 | -4 | -1 | 1 | 0.4
CCC(C)Sc1ccc([C@H]2N[C@@](C)(C(=O)OC)[C@H]3C(=O)N(C)C(=O)[C@@H]23)cc1OC (some centres undefined) | i | -4 | 1 | 7 | -6 | 8 | -3 | 3 | -1.1
O=C(c1cccnc1)N1CCN(S(=O)(=O)c2ccc(S(=O)(=O)N3CCCC3)cc2)CC1 | i | -8 | 1 | 5 | -10 | -7 | -2 | 3 | -0.4
CCn1c(Cc2cccn2C)nnc1SCC(=O)c1ccc(C)cc1 | i | -2 | 2 | -10 | -2 | 0 | 6 | -2 | -0.4
CSc1c(CC(=O)Nc2ccccc2C(F)(F)F)n(Cc2ccccc2)c2ccccc12 | i | -1 | -9 | 8 | 16 | -1 | -1 | 0 | 1.1
CCN1CCN(CC(=O)Nc2ccc(Cl)c(S(=O)(=O)N(C)C)c2)CC1 | i | -1 | -12 | -6 | -3 | -13 | 1 | 1 | 0.2
Cc1nn(-c2ccccc2)c(Cl)c1C(=O)OCC(=O)NCCc1ccc(S(N)(=O)=O)cc1 | i | 0 | 3 | -6 | -6 | -7 | 3 | -1 | 0.7
COCCNC(=O)/C(C#N)=C/c1ccc(C)o1 | i | -15 | 2 | 3 | -4 | 0 | -10 | 0 | 6.8*
COC(=O)Cn1c(O)c(N=NC(=O)c2ccc3c(c2)OCO3)c2ccccc21 | i | -6 | 0 | 2 | -2 | -15 | -2 | -1 | 1.7
S=c1sc(SCCOc2ccccc2)nn1-c1ccccc1 | i | -2 | 3 | -3 | 17 | -8 | -4 | -5 | 0.0
Cc1ccc(NC(=O)CNc2ccccc2CN(C)C2CCCCC2)cc1 | i | -8 | -2 | -2 | -3 | 7 | -5 | 3 | 1.3
COc1ccc(NC(=O)CCc2nc(-c3ccc(C)cc3)no2)c(OC)c1 | i | -2 | 1 | 6 | 5 | 8 | -1 | -1 | 0.7
CN(c1ccc(C(=O)NC2CCCC2)cc1)S(=O)(=O)c1ccccc1 | i | -1 | -2 | -12 | 0 | -3 | 1 | 0 | -1.2
COC(=O)CSC1=C(C#N)C(=O)NC2(CCCCC2)S1 | i | -17 | -2 | 33 | -8 | 2 | 1 | -1 | 5.7*
CCc1ccccc1NC(=O)CSC1=C(C#N)C(c2ccc3c(c2)OCO3)C2=C(CCCC2=O)N1 (centres undefined) | i | -2 | 5 | -32 | 16 | -6 | 4 | 0 | 0.7
O=C(NC1=NCCS1)NC12CC3CC(CC(C3)C1)C2 | i | -1 | 0 | 8 | -8 | -4 | -1 | 2 | -1.0
COc1cc(OC)c(NC(=O)c2ccc(Br)o2)cc1Cl | i | -1 | -5 | 1 | 8 | 1 | -1 | 1 | 0.2
CC(C)NC(=O)CSc1ncccc1-c1nc2ccccc2[nH]1 | i | -3 | -1 | -1 | -7 | 1 | -2 | 1 | 0.6

Looked up above.
PABP1 MLLE inh with COC(=O)CSC1=C(C#N)C(=O)NC2(CCCCC2)S1 is entered as 33
eLon inh with Cc1ccc(NC(=O)CNc2ccccc2CN(C)C2CCCCC2)cc1 is entered as 7

Following part
SMILES | Rpn11 inh | MsrA act | MT1-MMP act inh | PABP1 MLLE inh | FAS-TE inh | eLon inh | CSN inh | Rin1-Abl PPI inh | MsrA inh
Cc1ccc(C)c(NC(=O)NNC(=O)c2ccc3ccccc3c2O)c1 | i | -9 | 3 | 8 | -8 | -23 | -1 | -3 | 0.2
COc1cccc(N2CCN(S(=O)(=O)c3ccc4c(c3)NC(=O)CS4)CC2)c1 | i | 3 | 3 | 5 | 6 | 7 | -4 | -1 | -0.5
Cc1cc(C(=O)COc2cccnc2[N+](=O)[O-])c(C)n1Cc1cccs1 | i | -4 | -13 | 13 | 24 | -1 | -3 | -2 | 1.2
Cc1ccc(NC(NC(=O)c2cccs2)C(Cl)(Cl)Cl)cc1 (centres undefined) | i | -7 | 4 | -6 | 22 | -2 | -1 | 5 | 0.0
COc1cccc(CSc2nccn2C)c1 | i | -7 | 2 | -25 | -6 | 1 | 1 | 1 | 0.5
CCC(C)Sc1nnc(CNS(=O)(=O)c2ccc(F)cc2)n1C (centres undefined) | i | -2 | 0 | -6 | -1 | -3 | 3 | -1 | -0.4
Cc1cc(C2=NNC(=NC3CCCCC3)SC2)c(C)n1-c1c(C)n(C)n(-c2ccccc2)c1=O | i | -2 | -4 | -12 | -16 | 11 | 0 | -2 | 0.2
CCN(CC)S(=O)(=O)c1cccc(C(=O)Nc2ccccc2C(=O)N2CCOCC2)c1 | i | -1 | 5 | 3 | -3 | 0 | -5 | 0 | -0.8
Cc1ccc(NC2=NC(c3ccc(O)cc3)n3c(nc(C)cc3=O)N2)cc1 (centres undefined) | i | -1 | 2 | -25 | 4 | 9 | 8 | -3 | 0.5
Cc1cccc(C)c1Nc1cn[nH]c1 | i | -3 | 4 | 4 | -4 | -5 | 0 | 2 | 1.8
COc1ccccc1-c1nnc(NC(=O)c2ccc(S(=O)(=O)N(C)CC3CCCO3)cc2)o1 (centres undefined) | i | -4 | -9 | -1 | -5 | -12 | 6 | 4 | 1.5
Cc1ccc(NC(=O)c2ccco2)c(NC(=O)c2cccs2)c1 | i | -7 | 1 | 21 | -10 | -4 | -6 | 1 | 0.0
COc1ccc(CNC(=O)C(=O)NCC(c2ccco2)N2CCOCC2)cc1 (centres undefined) | i | 0 | 3 | 10 | -14 | 4 | 1 | 0 | -0.8
COc1ccc(C(=O)N2CCN(c3ccc(NC(=O)c4cccs4)cc3)CC2)cc1 | i | -14 | 3 | 1 | 1 | -6 | 1 | 1 | 0.7
COc1cccc(-n2c(N)cc(=O)nc2SCC(=O)N2CCN(c3ccccc3)CC2)c1 | i | -2 | 2 | 32 | 3 | -5 | -1 | 0 | 0.2
COc1ccc(CCNS(=O)(=O)c2ccc(Br)cc2)cc1OC | i | -14 | -2 | -7 | 1 | -4 | 1 | 4 | -1.2
CN1CCN(S(=O)(=O)c2ccc3c(c2)CC(=O)N3C)CC1 | i | 0 | -2 | -8 | -9 | -7 | 0 | -2 | -0.3
Cc1ccc(NS(=O)(=O)N2CCOCC2)c(C)c1 | i | -3 | -2 | -2 | -9 | 2 | -5 | 1 | 0.9
COC(=O)c1sc(-c2ccccc2)cc1NC(=O)c1ccc(F)cc1 | i | -3 | 4 | 0 | -1 | -7 | 1 | 1 | -0.2
CC(C)Cn1c(-c2cccc(S(=O)(=O)N3CCOCC3)c2)n[nH]c1=S | i | 1 | -2 | -2 | -8 | 1 | 2 | 0 | 0.4
CC(C)OC(=O)N(C)C[C@H]1OCc2cnnn2CCCC(=O)N([C@@H](C)CO)C[C@H]1C | i | -2 | 4 | 0 | -7 | -1 | 5 | 3 | 0.1
Nc1nc(CN2CCN(c3ccc(F)cc3)CC2)nc(N2CCCc3ccccc32)n1 | i | 1 | -4 | -13 | 6 | -5 | -4 | 1 | 0.0
CC(C)(C)C(=O)COc1ccccc1[N+](=O)[O-] | i | -5 | -4 | -4 | -7 | -8 | -12 | 0 | -0.5
CNC(=O)COC(=O)c1cc(-c2ccco2)nc2ccccc12 | i | -3 | -1 | -5 | -3 | 6 | 22 | -5 | 2.0
COc1ccccc1OCc1nc(C#N)c(NCc2ccco2)o1 | i | -2 | -2 | 10 | -2 | -14 | -1 | -1 | -1.4
CC1CC(C)CN(C(=S)Nc2ccc3nc4n(c(=O)c3c2)CCCCC4)C1 (centres undefined) | i | -3 | 5 | -81 | -4 | 2 | 5 | 1 | -0.6
Nc1ccc(N2CCCCC2)cc1N1CCCCC1 | i | 0 | 47* | 23 | -16 | 9 | 6 | -3 | 0.9
O=C(NCc1ccccc1)C1CCCN(S(=O)(=O)c2cccs2)C1 (centres undefined) | i | -9 | 0 | -5 | -6 | 2 | 2 | 1 | 1.7
Cc1ccc(C)c(NC(=O)CSc2nncn2C)c1 | i | -8 | 7 | -17 | -1 | 14 | -1 | -2 | -0.1
